# Screening data from PubChem.
# LGR2 antag = Drosophila LGR2 receptor signaling inhibition; HEK293 LGR2, CRE-luciferase, bursicon-stimulated, 4 h; inhibition, % at 9.99 µM; AID 720647; 0.35% of 380,000 active;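 active means drop in luminescence signal, shown as inhibition above about 50% in the replicate tests, limit read from the data, passing the limit was not always enough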;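 further: agonist challenge used bursicon conditioned medium at about half maximal strength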
# GSIS activator = GLuc luminescence reporter in INS-1E cells, primary screen for activators of glucose-dependent secretion of insulin. AID 743287. activation, % at 16.6 µM. INS-1E GLuc reporter insulin secretion, 2-3 h. 0.61% of 370,000 active;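 active means lowest replicate activation of at least 40%, so every replicate reaches that level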;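 further: 0% = median of neutral control wells and 100% = median of IBMX positive control wells; some compounds called inactive have numbers as strong as hits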
# ARNT-TACC3 inh = disrupts binding between human ARNT and TACC3; Q9Y6A5; inhibition, % at 9.99 µM; 0.66% of 390,000 active; AlphaScreen His-ARNT PAS-B/GST-TACC3 binding, luminescence; TACC3 fragment carries E629A point mutation; AID 623870;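 active means mean inhibition of replicates at least 50% and at least half of replicates each reaching 50%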;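 further: 0% = complete ARNT plus TACC3 wells and 100% = ARNT alone without TACC3; many hits fall short of the cut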
# Statin myotox sup = suppressors of simvastatin-induced myotoxicity in C2C12 myotubes. ATP luminescence, 48 h; scaled: DMSO 0, geranylgeraniol control 100. rescue of ATP level, % at 7.49 µM. 0.78% of 330,000 active. AID 602340;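 active means mean ATP rescue above about 67%, or every replicate alone reaching that limit, limit read from the data, passing the limit was not always enough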;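 further: myotubes were challenged with 10 µM simvastatin during compound exposure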
# PAX8 reporter = PAX8 transcriptional activity inhibition | RMG-I TPO-luciferase reporter, SteadyGlo, 24 h | inhibition, % at 12.6 µM | 1.2% of 360,000 active | AID 652154;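 active means mean replicate inhibition at least 60% with every replicate also reaching 60%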;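 further: luciferase light reporting Pax8 driven TPO promoter activity; plate controls were median of neutral control wells for no effect and mitoxantrone controls for full effect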
# PGC1a acetyl inh = lowers PGC1a acetylation signal in U2OS cells; AlphaScreen anti-acetyl-lysine; with virally co-expressed GCN5 acetyltransferase; inhibition, % at 15.6 µM; 0.17% of 350,000 active;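 active means every replicate shows inhibition of at least 40%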;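 further: 0% = neutral control wells and 100% = positive control wells; some results beyond the cut were filed as inactive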
# Cneo AK release = causes C. neoformans cell lysis. adenylate kinase release luminescence, 4 h; normalised: neutral wells 0, clomiphene wells 100. 0.2% of 360,000 active. lysis activity, % at 15 µM. AID 651654;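 active means mean lysis activity across replicates of at least 80%, whatever share of replicates individually reach that level; inactive means mean lysis activity below 80%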
#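 read-out = cell lysis signal | test system = log-phase Cryptococcus neoformans yeast cells | input = cells at 5 × 10^6 per mL | medium = fresh YPD growth medium | signal = luminescent adenylate kinase detection reagent | timing = 4 h at 37 °C static, read 1 h later | dosing = single dose | controls = Clomiphene as positive lysis control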
# PglD inh = inhibitors of Campylobacter jejuni PglD acetyltransferase; purified PglD enzyme, DTNB colorimetric CoA detection; inhibition, % at 12.5 µM; 0.098% of 360,000 active; in the data active means inhibition above about 16%, passing the limit was not always enough; further: strong numbers were not always called active
# * marks the source's active call; other numbers are inactive results; x = not tested or not shown; & = joins results of further samples. Rows were taken by chance; any-hit rate near 2.9%.
SMILES	LGR2 antag	GSIS activator	ARNT-TACC3 inh	Statin myotox sup	PAX8 reporter	PGC1a acetyl inh	Cneo AK release	PglD inh
O=C(COC(=O)/C=C/c1ccc(F)cc1)Nc1ccc(Cl)cn1	-5	10	-1	x	7	2	0	0
COc1cccc(-c2cc(C(F)(F)F)nc(-n3cncn3)n2)c1	-6	65*	4	-7	x	-1	-2	-4
c1csc(-c2ccn[nH]2)c1	-11	1	-4	6	-14	x	-1	-4
COC(=O)c1ccccc1NC(=O)Nc1ccc(C)cn1	-8	-3	-7	x	-10	12	x	x
Cc1ccc(OCC(=O)Nc2ccc(F)cc2)cc1	-6	8	-13	7	x	-3	-1	1
Cc1c(Cl)c(C(=O)NC2C3CC4CC(C3)CC2C4)nn1C (stereo unspecified)	x	x	-9	-12	-23	x	5	1
C[C@@H]1CN([C@@H](C)CO)C(=O)c2cc(NC(=O)c3ccncc3)ccc2O[C@@H]1CN(C)S(=O)(=O)c1cn(C)cn1	8	-6	-6	-8	x	10	0	-2
NC(=O)NC(=O)COC(=O)CC12CC3CC(CC(C3)C1)C2	23	-8	-7	x	14	x	x	x
C=CCn1c(C)cc(C(=O)COc2ncnc3sccc23)c1C	x	x	4	0	x	x	-4	0
CCOC(=O)c1c(C)[nH]c(C(=O)OC/C(O)=C(\C#N)c2nc3ccccc3[nH]2)c1C	x	x	0	2	x	3	5	x
CC(Oc1ccc(F)cc1)C(=O)Nc1cc(S(=O)(=O)N2CCOCC2)ccc1N1CCCCC1 (stereo unspecified)	-2	-4	4	11	33	x	3	4
CCC(=O)N(C)C[C@@H]1Oc2ncc(C#C[C@H](C)O)cc2C(=O)N([C@@H](C)CO)C[C@H]1C	7	15	-10	21	-12	-3	-7	-12
CCOC(=O)c1sc2ncn(C(C)C(=O)OCC)c(=O)c2c1C (stereo unspecified)	x	x	0	-12	x	x	2	-1
CCc1ccccc1NC(=O)c1cc(-c2cccs2)on1	-51	x	0	4	-79	-5	-2	-3
Cc1nc2sc3c(c2c(=O)n1NC(=O)CCBr)CCCC3	9	-15	34	x	26	x	x	x
C/C(CC(=O)NC1C2CC3CC(C2)CC1C3)=N\NC(=O)Cc1cccs1 (stereo unspecified)	1	x	x	x	4	x	11	-6
CN(C(=O)c1ccc(NC(=O)c2ccco2)cc1)c1ccccc1	-32	x	0	-59	x	3	-5	1
COC(=O)C1CC2=C(CCCC2=O)N(c2ccccc2)C1=O (stereo unspecified)	3	9	-3	1	-15	3	0	6
O=C(O)CSc1nnc(-c2ccccc2Br)n1-c1cccc(C(F)(F)F)c1	-5	-6	-19	x	6	x	x	x
Cc1cccc(C(=O)Oc2ccccc2/C=N/Nc2ccc([N+](=O)[O-])cc2)c1	7	-2	-3	43	31	-23	1	-4
O=C(Nc1ccc(N2CCN(Cc3ccccc3)CC2)cc1)c1cccnc1	x	x	2	-3	x	-7	2	1
CCN1[C@@H]2Cn3c(ccc(-c4ccc(F)cc4)c3=O)[C@H]1[C@@H](C(=O)Nc1nccs1)[C@@H]2CO	8	-1	2	-12	x	x	0	-1
N#C/C(=C(/O)c1ccc([N+](=O)[O-])o1)c1nc2ccccc2[nH]1	12	18	-1	x	46	x	x	x
CCN1CCN(C(=O)c2cc(S(=O)(=O)N3CCCCC3)ccc2Cl)CC1	-5	1	-3	-3	2	x	0	1
COCCOC(=O)C1=C(N)OC2=C(C(=O)CC(C)(C)C2)C1c1ccncc1 (stereo unspecified)	4	28	-4	1	3	-3	1	-1
O=C(CCC(=O)NNC(=S)Nc1ccccc1)NCc1ccccc1	x	8	-5	x	x	5	0	1
COc1cccc(N(C(=O)Cc2cccs2)C(C(=O)NC2CCCC2)c2ccncc2)c1 (stereo unspecified)	-19	-1	3	30	1	5	-5	4
COc1ccc(CNC(=O)COC(=O)CCn2c(C)csc2=O)cc1OC	-1	46	-1	-7	-24	2	2	-4
O=C1CN(C(=O)CSc2nc3ccccc3c(=O)n2CCCN2CCOCC2)c2ccccc2N1	12	51	2	x	21	-6	x	x
O=C(/C=C/c1ccc(F)cc1)N1CCN(c2ccccn2)CC1	-16	0	-3	x	-17	4	0	6
CCC(C)(C)NC(=O)C1c2ccccc2Oc2ccccc21	-22	14	x	x	5	-9	x	x
Cc1cccc(S(=O)(=O)N2[C@@H]3Cn4c(cccc4=O)[C@H]2[C@@H](C(=O)NC2CCC2)[C@@H]3CO)c1	2	5	-2	0	-3	3	-1	-2
COc1ccc(Cc2noc(CN3CCCC(OCc4ccccn4)C3)n2)cc1OC (stereo unspecified)	14	3	-8	x	23	1	x	x
C[C@H](CO)N1C[C@H](C)[C@H](CN(C)C(=O)c2cccnc2)Oc2ncc(-c3ccc(C(=O)N(C)C)cc3)cc2C1=O	-9	19	-7	-7	-11	-3	-4	0
CC1CCCCC1NC(=O)COC(=O)c1ccc([N+](=O)[O-])o1 (stereo unspecified)	-2	-20	18	1	x	0	-1	-3
Cn1c(=O)[nH]c(=O)c2c1nc(N/N=C/c1ccncc1)n2Cc1ccc(Cl)cc1	8	-4	x	x	-5	-1	1	-8
Nc1ccc(Nc2ccc([N+](=O)[O-])cc2[N+](=O)[O-])cc1	14	-6	25	x	-19	x	x	x
Cc1ccc(NC(=S)N(Cc2ccco2)C2CCN(C(C)C)CC2)cc1	-19	0	28	x	-10	4	1	-4
Fc1ccc(CSc2nnc3ccccn23)c(Cl)c1	-24	5	6	-3	-73	4	1	-4
O=C(CCCOc1ccc(Cl)cc1Cl)NCCCn1ccnc1	-5	1	7	5	12	-2	x	x
COc1ccc(NC(=O)Nc2cccc3c2O[C@@H](CN(C)C)[C@H](C)CN([C@H](C)CO)C3=O)cc1	-5	11	4	17	-7	15	-4	4
CN(C)C(=O)Nc1ccc(Cl)c(Cl)c1	-7	-8	x	3	-9	-3	-2	-3
O=C(Nc1cccnc1)c1cccc(-c2cc3ccccc3oc2=O)c1	19	11	-9	x	-12	x	x	x
Cc1occc1C(=O)NNC(=S)NC(=O)COc1ccc(Cl)cc1Cl	3	-14	6	2	-48	x	4	-4
CS(=O)(=O)N(CC(=O)N1CCCCCC1)c1ccc2c(c1)OCCO2	10	5	3	6	x	-3	-1	2
C=CCNC(=O)[C@@H]1[C@H]2C(=O)O[C@H](c3ccccc3)[C@H](c3ccccc3)N2[C@H](c2ccc(OCCO)cc2)[C@@]12C(=O)Nc1ccc(C#CCNC(N)=O)cc12	x	x	10	x	x	16	-4	-2
CCOC(=O)C(=O)NCC1CCCN1S(=O)(=O)c1cccs1 (stereo unspecified)	3	18	x	16	-15	0	-1	-1
Cc1cc(=O)oc2cc(OCc3ccc(C(=O)N4CCN(c5ccccc5)CC4)cc3)ccc12	-8	3	-2	x	29	x	x	x
Cc1cc(=O)c(C(=O)O)nn1-c1ccc(Cl)cc1	-7	4	-7	-6	0	9	-1	1
C[C@@H]1CN([C@@H](C)CO)C(=O)c2cc(NS(=O)(=O)c3ccc(F)cc3)ccc2O[C@@H](C)CCCCO[C@H]1CN(C)Cc1ccccc1	8	-23	-3	x	23	5	0	-1
C[C@H]1CN([C@@H](C)CO)C(=O)c2cc(NC(=O)CCN3CCOCC3)ccc2O[C@@H]1CN(C)C(=O)NC1CCCCC1	21	13	-4	4	-13	4	-2	-8
COc1ccc(Cn2c(=S)[nH]c3ccccc32)cc1	-4	-9	-7	30	-3	3	75	0
C[C@@H]1CN([C@@H](C)CO)S(=O)(=O)c2ccc(C#CCN(C)C)cc2O[C@@H]1CN(C)CC1CC1	-5	19	6	-8	x	-15	52	2
O=C(Nc1ccc2c(c1)OCCO2)c1[nH]c(C(F)(F)F)nc1-c1ccccc1	8	-35	x	1	-55	-18	-2	-7
O=C(Nc1ccc(F)cc1)C1CCCN(S(=O)(=O)c2cccc3nonc23)C1 (stereo unspecified)	5	4	-2	-13	20	-1	-1	x
O=C(c1ccc(Cl)cc1)N1CCN(c2ccc(F)cc2)CC1	x	x	-1	12	x	-6	-4	-4
COc1ccc(S(=O)(=O)Nc2ccc3c(c2)C(=O)N([C@@H](C)CO)C[C@@H](C)[C@@H](CN(C)Cc2ccccc2)OCCCC[C@@H](C)O3)cc1	12	-21	-2	x	3	18	1	1
CCC1Oc2ccc(C)cc2N(CC(=O)NCCCN2CCCCC2CC)C1=O (stereo unspecified)	20	10	-2	2	x	-53	1	13
Cc1nc(NC(=O)/C=C/c2ccccc2)sc1C(=O)N(C)C	-9	13	1	x	-127	-4	-4	-14
O=C(CNC(=O)c1ccc(Cl)cc1Cl)NCC1CCCO1 (stereo unspecified)	-8	3	-10	1	-2	7	-1	1

# (listing goes on)
SMILES	LGR2 antag	GSIS activator	ARNT-TACC3 inh	Statin myotox sup	PAX8 reporter	PGC1a acetyl inh	Cneo AK release	PglD inh
COC(=O)C1CC(=O)c2ccsc2C1 (stereo unspecified)	15	54	-4	x	10	1	0	1
CC(C(=O)Nc1ccccc1Br)N1c2cccc3cccc(c23)S1(=O)=O (stereo unspecified)	8	0	0	39	8	x	-2	-8
CO[C@@H]1CN(C)C(=O)c2ccc(NS(=O)(=O)c3cccc(F)c3)cc2OC[C@H](C)N(Cc2cc(F)ccc2F)C[C@@H]1C	11	-23	0	19	38	-12	-3	-1
CO[C@@H]1CN(C)C(=O)c2ccc(NS(C)(=O)=O)cc2OC[C@H](C)N(C(=O)CN(C)C)C[C@H]1C	-1	12	-2	7	-3	-4	0	5
COC(=O)c1ccc(CSc2nnc(Nc3ccc(OC)cc3)s2)o1	x	x	0	-3	x	-11	-1	6
Cc1ccc(S(=O)(=O)N2CCC(C(=O)OCc3ccccc3)CC2)cc1C	1	13	-5	-1	-12	x	0	0
CCc1ccc(NC(=O)Cn2nc(C)n3cccc3c2=O)cc1	10	-24	8	-6	-7	8	3	-2
Cc1cccn2c(CNCCSc3nccn3C)c(C(=O)N3CCCCC3)nc12	-12	-8	-5	-10	2	10	-5	-1
Cc1ccc(C)c(S(=O)(=O)N2CCCC2CNC(=O)C(=O)NC2CCCCCC2)c1 (stereo unspecified)	8	-3	-1	-14	6	x	-1	0
CCc1ccccc1NC(=O)Cn1nnc(C(=O)NCc2cccs2)c1N	13	4	-3	x	28	x	x	x
N#Cc1ccccc1COC(=O)c1ccc(Br)o1	-14	4	-4	-13	-21	4	-3	-1
COc1ccccc1C(=O)N/C(=C\c1cn(C)c2ccccc12)C(=O)NCCCN1CCOCC1	3	3	0	3	10	9	0	-2
CC1(C(=O)NS(=O)(=O)c2ccc(C#N)cc2)CCN1C(=O)c1ccccc1CCc1ccccc1 (stereo unspecified)	29	x	x	0	3	5	-1	-3
O=C(c1ccc(COc2ccccc2Cl)o1)N1CCN(Cc2ccc3c(c2)OCO3)CC1	16&-3	-39&-23	0&1	37&14	-2	3&-19	-6	-4
